# ALOX12 inh – ALOX12 (human) lipoxygenase inhibition; P18054; purified 12hLO, xylenol orange hydroperoxide absorbance; Potency, µM (highest dose often 108 µM), for inactives: at the highest dose activity change, negative = inhibition, usual class: inhibitors; 580,000 tested, 1.1% active; active = well fitted inhibition curve with a large enough effect; inconclusive = small, poorly fitted or top-dose-only effect, or another doubt; inactive = no such curve, though single readings can be large or run the other way
# Target sequence (P18054 whole entry, looked up): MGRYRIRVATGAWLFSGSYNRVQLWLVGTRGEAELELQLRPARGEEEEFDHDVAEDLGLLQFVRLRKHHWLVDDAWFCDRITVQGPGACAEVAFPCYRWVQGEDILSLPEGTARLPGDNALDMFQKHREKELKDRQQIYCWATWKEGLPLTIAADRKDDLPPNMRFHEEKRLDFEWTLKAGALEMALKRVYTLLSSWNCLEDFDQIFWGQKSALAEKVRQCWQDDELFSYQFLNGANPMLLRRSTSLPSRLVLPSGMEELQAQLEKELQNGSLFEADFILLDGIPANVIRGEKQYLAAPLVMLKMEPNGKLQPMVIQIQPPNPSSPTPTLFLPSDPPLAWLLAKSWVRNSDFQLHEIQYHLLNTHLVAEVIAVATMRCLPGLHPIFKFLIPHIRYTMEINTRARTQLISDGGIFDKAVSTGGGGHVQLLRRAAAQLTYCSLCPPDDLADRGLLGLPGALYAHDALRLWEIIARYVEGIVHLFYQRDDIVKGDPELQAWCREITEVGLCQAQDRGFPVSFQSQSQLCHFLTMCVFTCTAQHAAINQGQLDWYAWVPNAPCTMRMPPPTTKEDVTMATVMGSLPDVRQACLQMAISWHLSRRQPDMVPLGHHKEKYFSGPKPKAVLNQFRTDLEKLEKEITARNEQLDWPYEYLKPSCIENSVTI
#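 Hydroperoxide product was detected by ferrous iron/xylenol orange as the 573 to 405 nm absorbance ratio. Arachidonic acid at 40 uM (final) was turned over for 30 min at room temperature by 150 nM human 12hLO, pH 7.0 Hepes buffer, after 15 min compound preincubation.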
# Numbers without * were called inactive; u = inconclusive; [ ] = another dose, or the depositor's remark. % is scaled to controls: 0 for no effect and ±100 for the full control effect; potency is read from the fitted curve at half-maximal effect. This is a subset. The share of hits here may be higher or lower than overall.
ALOX12 inh,structure
21.9%[176 µM],O=C(NC1CC1)C1CN(c2ccc(F)cc2)C(=O)N1 (stereo unspecified)
29.0%,CCOC(=O)c1cn(C2CN(S(=O)(=O)Cc3ccccc3)C2)nn1
-3.4%[176 µM],O=C1c2cnc(-c3ccc(O)c(F)c3)nc2OCCN1Cc1ccccc1
8.8%,COc1ccc(OCc2nc(C)c(CCO)c(=O)n2CC(=O)Nc2ccc(C)cc2C)cc1
35.7%[activator],Cc1cc(C)n(CC(=O)N2C[C@@H](COc3ccccc3)[C@H](C(N)=O)C2)n1
1.9%,Cc1ccccc1S(=O)(=O)N1CCC(CCC(=O)NCCN2CCOCC2)CC1
38.7%,COc1cc(CN2C[C@@H]3C(=O)N(C)C(=O)[C@@H]3C2)cc(OC)c1
71.5%[activator],Cc1nnnn1CCC(=O)N[C@H]1CN(S(C)(=O)=O)C[C@@H]1C(C)C
-4.6%,COc1ccc(-c2cc(C[C@@H]3CC[C@H](O)[C@@H](CNC(=O)NCc4ccccc4)O3)no2)cc1
20.0%,COc1cccc(CNC(=O)c2cc(-c3ccncc3)cn2C)c1
84.1%[activator][176 µM],CN1c2cccnc2CN(C2CCC(CO)CC2)CC[C@H]1CO (stereo partly specified)
23.3%,O=C(Nc1cccc(C(F)(F)F)c1)c1cnc2c(c1)N(C(=O)CCc1ccccc1)CCC2
u,COc1cc(NC(=O)N[C@H](C)c2onc(-c3ccccc3)c2C(=O)O)cc(OC)c1
111.2%[activator],O=C(NCc1ccccn1)C1(CCO)CCN(c2ncccn2)C1 (stereo unspecified)
u,CC1=C(/C=C/C(C)=C/C=C/C(C)=C/C=C/C=C(C)/C=C/C=C(C)/C=C/C2=C(C)C[C@@H](O)CC2(C)C)C(C)(C)C[C@H](O)C1
8.5%[6.33 µM],COc1ccc(CC(=O)N2CNC(=O)C23CCN(C(=O)CN)CC3)cc1
31.7%,Cc1cc(C(=O)N2CCC(N3C(=O)C4(CCCC4)C3c3ccccc3)CC2)nn1C (stereo unspecified)
7.1%[6.33 µM],CS(=O)(=O)N1Cc2ccccc2CC2(CCCN(CC3CCNC3)C2)C1 (stereo unspecified)
u,CN1CCCN(S(=O)(=O)c2cccs2)c2ccccc21
-5.4%,O=C1CCCCC(CNC(=O)C2CCCC2)N1 (stereo unspecified)
49.3%[activator],CCc1nc(-c2ccc(OC3CCN(C(=O)Cc4cccc(OC)c4)C3)cc2)no1 (stereo unspecified)
-6.6%[176 µM],CC(=O)N[C@H]1CC[C@]2(C)CC[C@@H](C(C)C(=O)NC3CCCCC3)[C@H](O)[C@H]2[C@@H]1C (stereo partly specified)
-36.5%[176 µM],Clc1cccc(CN2CCOC[C@H](Oc3cccnc3)C2)c1
-4.2%,COc1ccccc1NC(=O)CC1CCCN(c2cn[nH]c(=O)c2)C1 (stereo unspecified)
u,Cc1ccc2c(C(=O)NCc3ccc(Cl)nc3)cnn2c1
-0.5%,COc1ccccc1NC(=O)CC1CCCN(c2cnn(C)c(=O)c2)C1 (stereo unspecified)
3.1%[6.33 µM],C[S+](=O)([O-])N1Cc2ccccc2CC2(CCCN(CC3CCCCC3)C2)C1 (stereo unspecified)
8.3%,Cc1nc2ccccc2n1Cc1cc(C(=O)N2CCN(C)C(=O)[C@@H]2C)n[nH]1
-3.0%[57.4 µM],CCc1cc(C(C)=NOCc2ccc(C3CCCCC3)c(C(F)(F)F)c2)ccc1CN1CC(C(=O)O)C1
36.7%[activator],Cc1cccc(C(=O)N2CCCC(c3nnnn3C)C2)c1 (stereo unspecified)

# Three neighbouring compounds out of the list so far:
ALOX12 inh,structure
8.3%,Cc1nc2ccccc2n1Cc1cc(C(=O)N2CCN(C)C(=O)[C@@H]2C)n[nH]1
-3.0%[57.4 µM],CCc1cc(C(C)=NOCc2ccc(C3CCCCC3)c(C(F)(F)F)c2)ccc1CN1CC(C(=O)O)C1
36.7%[activator],Cc1cccc(C(=O)N2CCCC(c3nnnn3C)C2)c1 (stereo unspecified)

# Returning to the listing with the 5 entries that preceded the break.
ALOX12 inh,structure
-0.5%,COc1ccccc1NC(=O)CC1CCCN(c2cnn(C)c(=O)c2)C1 (stereo unspecified)
3.1%[6.33 µM],C[S+](=O)([O-])N1Cc2ccccc2CC2(CCCN(CC3CCCCC3)C2)C1 (stereo unspecified)
8.3%,Cc1nc2ccccc2n1Cc1cc(C(=O)N2CCN(C)C(=O)[C@@H]2C)n[nH]1
-3.0%[57.4 µM],CCc1cc(C(C)=NOCc2ccc(C3CCCCC3)c(C(F)(F)F)c2)ccc1CN1CC(C(=O)O)C1
36.7%[activator],Cc1cccc(C(=O)N2CCCC(c3nnnn3C)C2)c1 (stereo unspecified)
41.7%[activator],CCn1nccc1C(=O)N1CCN(Cc2ccc(=O)n(C)c2)CC1
13.7%,CCCn1cc(CNC(=O)c2ccc3c(c2)n(CC)c(=O)c2ccnn23)c(C)n1
0.1%,O=C1CCNCCCC(c2nc(-c3ccccc3)no2)CCN1 (stereo unspecified)
6.8%,Cc1cccc(C(=O)NCCc2noc(-c3cccnc3)n2)c1
12.6%,COCC(=O)N1CCc2c(sc3ncnc(N4CCN(C)CC4)c23)C1
25.7%,COCC1CN(C(C)=O)CC12CCN(S(=O)(=O)c1ccc(F)c(C)c1)CC2 (stereo unspecified)
-1.3%,Cc1cccc(NC(=O)N2CCc3c(C(=O)NC(C)(C)C)cccc32)c1
-10.1%,CCn1cc(-c2ccc(C)cc2)cc1C(=O)NCCCN1CCOCC1
54.2%[activator][176 µM],CCCNC(=O)N[C@@H]1C[C@H](COc2ccc(S(C)(=O)=O)cc2)[C@@H](O)[C@H]1O
-12.4%,Cc1ccc2nc(C3CCN(Cc4ccc(C#N)cc4)CC3)[nH]c(=O)c2c1
u,CN1CC(=O)N(C2CCCNCC2)Cc2c(NC3CCCCC3)ncnc21 (stereo unspecified)
4.0%[6.33 µM],CN(C)C(=O)N1CCC2(CC1)CN(C(=O)CCCNC(N)=O)Cc1ccccc1O2
327.0%[activator],CCOc1cc(=O)n2c(c1C(=O)NCCCN1CCCc3ccccc31)CCCCC2
17.4%,CC1CCC(NC(=O)c2cc3n(n2)CC(c2ccc4c(c2)OCO4)OC3)CC1 (stereo unspecified)
0.9%,O=C(c1nnnn1-c1ccc(Br)cc1)C1CC1
-15.1%,O=C(Cc1ccc(NC(=O)C2CCN(C(=O)C3CCCC3)CC2)cc1)Nc1cccc(C(=O)N2CCCC2)c1
12.4%,COc1cccn(CC(=O)N(C)Cc2csc(C(C)C)n2)c1=O
-12.7%,CCc1ccc(NC(=O)c2ccc3c(c2)N(C)C2CCCCCN2C3=O)cc1 (stereo unspecified)
-3.1%,CC(C)[C@@H](N)C(=O)N1CCC(Oc2ccccc2F)(C(=O)O)CC1
-16.1%,COc1ccc(NS(=O)(=O)c2ccc(NN=Cc3ccc(C(=O)O)cc3)c([N+](=O)[O-])c2)cc1
-15.7%,O=C(c1ccc(F)c(F)c1)N1CCN(c2cc(-c3cccs3)[nH]n2)CC1
u,Cn1cc(C(=O)N2CCOc3c(O)cc(-c4csc5ccccc45)cc3C2)cn1
-1.1%,c1coc(-c2nc3nccc(-c4ccc5c(c4)OCCCO5)n3n2)c1
52.5%[activator],CN(C)[C@@H]1CN(C(=O)C2CCC2)CC[C@]1(O)c1ccccc1
u,COC(=O)C(=O)N1CCN2C(=O)N(Cc3ccc(C)cc3)C[C@H]2C1
2.7%,C=CCNC(=O)N[C@H]1C[C@@H](C(=O)N[C@H](Cc2ccccc2)C(N)=O)N(C(=O)CSC)C1
22.5%,Cc1noc(C)c1S(=O)(=O)NCC(=O)N1CCCCCNC(=O)CC1c1ccccc1 (stereo unspecified)
-0.8%,CCS(=O)(=O)N(C1CC1)C1CCOC2(CCN(C(=O)CCCc3ccccc3)CC2)C1 (stereo unspecified)
-25.5%,CCOc1ccc(CCNC(=O)Cn2ccn3nc(-c4ccccc4)c(CO)c3c2=O)cc1OCC
30.6%,O=C(Cc1cccc(F)c1)NCCC1CCN(C(=O)Nc2ccc(F)cc2F)CC1

# Going on with the list.
ALOX12 inh,structure
47.4%[activator][176 µM],O=C(c1ccno1)N1C[C@@H]2OCC(=O)N(Cc3ccccn3)[C@@H]2C1
17.8%,O=C(Cc1ccccc1F)N1CCCC(c2nc(C3CCOCC3)no2)C1 (stereo unspecified)
-5.0%[6.33 µM],CCC(=O)N1Cc2ccccc2CC2(CCN(CC3CCNCC3)CC2)C1
-1.8%,CCN1C(=O)C2CC3(CCN(C(=O)Cc4ccccc4)CC3)CN2C1=O (stereo unspecified)
35.5µM*,O=C(O)Cn1ccc2cc(OCc3cccc(-c4ccc(F)cc4F)c3)cnc21
u,Cn1cc(CCCBr)c2ccccc21
13.6%[176 µM],O=C(NCC1CC1)C1CN(c2ccccc2)C(=O)N1 (stereo unspecified)
5.3%,COC(=O)[C@@H]1Cc2c([nH]c3ccccc23)[C@H]2C[C@H](NCc3cccs3)C[C@@H](c3ccc(F)cc3)N21
21.0%,COCCN1CCC(N2CCN(S(=O)(=O)c3ccc(C)c(C)c3)CC2)C1=O (stereo unspecified)
6.2%,N#Cc1ccc(C(=O)N2CCN(C(=O)c3nnn4c3COC(c3ccc(F)cc3)C4)CC2)cc1 (stereo unspecified)
1.26µM*,COc1ccc(C(=O)N2CCC3(CC2)NC(=O)N(c2ccccc2Cl)N3)cc1F
31.2%,O=C(Cc1ccccn1)N1CCCC(c2nn(-c3ccc(F)cc3)c(=O)[nH]2)C1 (stereo unspecified)
u,O=C1CC(c2ccccc2)N(C(=O)CNS(=O)(=O)c2ccc3c(c2)CCC3)CCCCCCN1 (stereo unspecified)
12.2%[176 µM],COc1ccccc1C(=O)NC[C@H]1Cn2c(-c3ccc(Cl)cc3)cnc2CO1
25.1%,CN1CCC(OC2CCN(C(=O)c3cccc(Br)c3)CC2)CC1
43.2%[activator],Cc1ccoc1C(=O)N1CCC(N2CCCC(C(=O)NCc3ccccc3)C2)CC1 (stereo unspecified)
u,CN1CC(=O)N(c2ccccc2F)Cc2c1ncnc2N1CCC(c2ccccc2)CC1
4.5%,COc1ccc(-c2cc(N3CCC(NC(=O)C4COc5ccccc5O4)CC3)n[nH]2)cc1 (stereo unspecified)
19.5%,Cc1cc(C)cc(C(=O)NC2CCN(c3cc(-c4ccc(F)cc4)[nH]n3)CC2)c1
46.5%[activator],COCCn1c(C)cc(C(=O)N2CCC[C@H](n3c(=O)n(C)c4cccnc43)C2)c1C
-15.8%,COc1ccccc1-c1ncc(CN2CCCC3(CCNCC3)CC2)cn1
34.0%[activator][176 µM],COc1cncc(CN2CCC3(CC2)COCCN3C(=O)OCc2ccccc2)c1
29.0%,COc1ccc(OC)c(S(=O)(=O)N[C@H]2CO[C@H]3[C@@H]2OC[C@H]3OC(=O)Nc2ccc(C(C)=O)cc2)c1
1.5%,Fc1ccc(Nc2nc(-c3ccccc3)no2)cc1
14.7%,N[C@H]1CN(C(=O)c2cccc(-n3cnnc3)c2)C[C@@H]1c1ccccc1
8.3%,O=C(Cc1cccs1)N1CCC(c2n[nH]c(=O)n2Cc2ccc(F)cc2)CC1
18.1%[176 µM],CN1CCOc2c(C(=O)NCC[S+](C)(=O)[O-])cc(-c3ccccc3)cc21
1.8%[6.33 µM],O=C(c1ccccc1)N1CCC2(CC1)CN[S+](=O)([O-])c1cccnc1O2
1.8%,COc1cccc(CN(C)[C@H]2C[C@H]3c4[nH]c5ccccc5c4CCN3C[C@H]2[C@H](C)O)c1OC
-83.8%,NC1=[N+](Cc2ccccc2)C(Cc2ccccc2)C2C(=C3CCCCC3n3c(=O)n(-c4ccccc4)c(=O)n32)N1 (stereo unspecified)

# Next entries follow:
ALOX12 inh,structure
-36.5%,COc1ccnc(CN2CCN(C)C3(CCC(=O)N(C)CC3)C2)c1OC (stereo unspecified)
39.5%[activator],CNC(=O)N1CCCN(S(=O)(=O)c2ccccc2)CCC(=O)NCC1
u,O=C(c1n[nH]c2ccccc12)N1CCC(Cc2nc(-c3ccncc3)n[nH]2)CC1
9.0%,COc1cc(CNC(=O)c2cnc3c(c2)N(C(=O)CCc2ccccc2)CCC3)cc(OC)c1
9.7%,COc1ccc(CNC(=O)[C@@H]2CCC[C@@H](NCc3ccc(C(F)(F)F)cc3)CN(C)C(=O)C2)cc1
-0.6%,CC(C)c1noc(-c2ccn3c(CNC(=O)c4ccccc4)nnc3c2)n1
96.8%[activator],CC(Cn1ccnc1-c1cc2n(n1)CCCNC2)N1CCN(C)CC1 (stereo unspecified)
18.2%,COCC(=O)NCc1cc2n(n1)CCCN(Cc1cnn(C)c1C)C2
33.1%,O=C(NCCc1ccccc1)Nc1cccn2ncnc12
37.6%[activator][57.4 µM],CO[C@H]1C[C@@H]2CC[C@@H](C)[C@@](O)(O2)C(=O)C(=O)N2CCCC[C@@H]2C(=O)O[C@H]([C@H](C)C[C@@H]2CC[C@H](OC(=O)C(C)(CO)CO)[C@H](OC)C2)CC(=O)[C@H](C)C=C(C)[C@@H](O)[C@@H](OC)C(=O)[C@H](C)C[C@H](C)C=CC=CC=C1C
53.2%[activator],Cn1c(CNC(=O)CC2CCOC3(CCN(S(C)(=O)=O)CC3)C2)nc2ccccc21 (stereo unspecified)
6.1%,CN1CC2(CCCN(C(=O)CCc3ccncc3)CC2)OC1=O (stereo unspecified)
-7.0%[176 µM],O=C(O)CCC(=O)N1C[C@@H]2C[C@H]1C(=O)N(Cc1ccccc1)c1ccccc1O2
u,CC(=O)N1CCCN(c2ncnc3c2CN(C2CCNCC2)C(=O)CN3C)CC1
10µM*,CCCNC(=O)[C@@H]1CCCN1[C@@H](C(=O)NC)c1ccc(OC)cc1
106.8%[activator],Cn1ccnc1C(=O)N1CC[C@H]2C(=O)NCCCCCCN(Cc3ccncc3)[C@@H]2C1
34.2%[activator],COc1cccc(CC(=O)N2CCCN(c3cc(-c4ccccc4)[nH]n3)CC2)c1
27.2%[176 µM],CN(Cc1ccc(F)cc1)C(=O)c1ccc(C(F)(F)F)cc1
